Bioassay records from PubChem.
Polio RdRp inh – inhibitors of poliovirus RNA polymerase binding and polymerization. poliovirus polymerase elongation, fluorescence polarization; active compounds read low. % elongation, % (compound at 16.7 µg/mL). hit rate 0.66% among 150,000; in the data active = % elongation below about 90%; note: some results filed as inactive read as strong as hits
Target sequence (P03300 1749-2209 limits assumed): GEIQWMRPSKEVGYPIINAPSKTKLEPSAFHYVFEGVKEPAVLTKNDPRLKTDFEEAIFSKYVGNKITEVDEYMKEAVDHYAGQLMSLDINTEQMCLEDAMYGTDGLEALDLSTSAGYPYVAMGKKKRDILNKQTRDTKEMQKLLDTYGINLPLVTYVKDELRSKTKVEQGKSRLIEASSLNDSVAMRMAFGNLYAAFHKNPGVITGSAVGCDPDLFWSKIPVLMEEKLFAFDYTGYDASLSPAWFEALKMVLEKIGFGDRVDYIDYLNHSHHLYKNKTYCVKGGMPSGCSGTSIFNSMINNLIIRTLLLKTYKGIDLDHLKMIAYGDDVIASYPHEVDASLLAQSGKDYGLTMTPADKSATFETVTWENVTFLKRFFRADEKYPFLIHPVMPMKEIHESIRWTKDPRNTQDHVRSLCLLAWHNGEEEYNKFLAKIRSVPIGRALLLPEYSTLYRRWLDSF
Polio RdRp inh FP z-score – recorded beside Polio RdRp inh, whose call it bears; z-score; measured here: FP z-score; hits read low
Active calls of the source: *. Some of the compounds tested; rates above refer to the full screens.

SMILES | Polio RdRp inh | Polio RdRp inh FP z-score
Cc1ccc(S(=O)(=O)CC(C)N2CCOCC2)c(S(=O)(=O)CC(C)N2CCOCC2)c1 (stereo unspecified) | 101.0 | -0.2
COC(=O)Cn1c(=O)c2cccn2c2ccccc21 | 102.0 | -0.5
O=C(OCCCn1c(=O)[nH]c2ccccc21)c1ccccc1SCC(=O)N1CCCC1 | 102.0 | -0.4
CCc1cccc(C)c1NC(=O)CSc1nc2ccncc2[nH]1 | 108.0 | -0.1
O=C(Nc1cccc(-c2nc3ccccc3o2)c1)c1cccc(Br)c1 | 108.0 | 0.8
CCCCC(=O)N1c2ccccc2N2C(c3c(C)cc(C)cc3C)=NON12 | 98.0 | -0.6
CC1CC(=O)NN=C1c1ccc(Cl)cc1 (stereo unspecified) | 99.0 | 0
N#C/C(=N\Nc1cc(C(=O)O)cc(C(=O)O)c1)C(=O)c1ccccc1 | 96.0 | -0.5
O=[N+]([O-])c1ccc(O)c([N+](=O)[O-])c1 | 97.0 | 0
CCOC(=O)N1CCC(N2CC34C=CC(O3)C(C(=O)Nc3ccc(OCC)cc3)C4C2=O)CC1 (stereo unspecified) | 104.0 | 0.9
Cc1ccc2[nH]c(CNC(=O)c3ccncc3)cc2c1 | 101.0 | -0.6
COc1ccc(C2=NC(c3ccccc3OC)NC(c3ccccc3O)C2)cc1 (stereo unspecified) | 104.0 | 0.9
Cc1ccc(C)n1C(Cc1cnc[nH]1)C(=O)O (stereo unspecified) | 97.0 | -1.9
CCOc1ccccc1-c1noc(-c2ccncc2)n1 | 102.0 | 0.2
COc1cccc(-n2c(=O)c3cc(OC)c(OC)cc3n(CC(N)=O)c2=O)c1 | 98.0 | -0.4
CN(c1ccc(C(=O)NCCC2=CCCCC2)cc1)S(C)(=O)=O | 102.0 | 0.8
CC1CCC/C(=C\c2ccc3c(c2)OCO3)C1=O (stereo unspecified) | 104.0 | 0
COc1cc2c(cc1OC)C(C)N(S(=O)(=O)c1ccc(C)cc1)CC2 (stereo unspecified) | 99.0 | -0.9
O=C(Nc1ccc(-c2nnn(CC(=O)N3CCN(C(=O)c4ccco4)CC3)n2)cc1)c1ccccc1F | 101.0 | 0.1
OC(COc1ccc(Cl)cc1)(c1nnc(-c2ccccc2)o1)c1nnc(-c2ccccc2)o1 | 103.0 | 0.2
O=C(NCC(=O)N1CCN(C2CCS(=O)(=O)C2)CC1)c1sc2ccccc2c1Cl (stereo unspecified) | 99.0 | -0.7
COC(=O)c1ccc(CSc2nc3c(cnn3-c3ccc(Cl)cc3)c(=O)[nH]2)o1 | 99.0 | -0.6
Cc1ccc(N2C(=O)CC(N3CC4(C)CC3CC(C)(C)C4)C2=O)cc1 (stereo unspecified) | 103.0 | 0.3
CCOC(=O)c1ccc(NC(=O)c2c(NCc3ccc(C)o3)sc3c2CCCC3)cc1 | 103.0 | 0.9
COc1cc2c(C(=O)O)c(C)oc2cc1Br | 103.0 | 0.1

The final six entries of the part above open the next one:
SMILES | Polio RdRp inh | Polio RdRp inh FP z-score
OC(COc1ccc(Cl)cc1)(c1nnc(-c2ccccc2)o1)c1nnc(-c2ccccc2)o1 | 103.0 | 0.2
O=C(NCC(=O)N1CCN(C2CCS(=O)(=O)C2)CC1)c1sc2ccccc2c1Cl (stereo unspecified) | 99.0 | -0.7
COC(=O)c1ccc(CSc2nc3c(cnn3-c3ccc(Cl)cc3)c(=O)[nH]2)o1 | 99.0 | -0.6
Cc1ccc(N2C(=O)CC(N3CC4(C)CC3CC(C)(C)C4)C2=O)cc1 (stereo unspecified) | 103.0 | 0.3
CCOC(=O)c1ccc(NC(=O)c2c(NCc3ccc(C)o3)sc3c2CCCC3)cc1 | 103.0 | 0.9
COc1cc2c(C(=O)O)c(C)oc2cc1Br | 103.0 | 0.1
CC(C(=O)Nc1ccc(OC(F)(F)F)cc1)N1Cc2ccccc2C1=O (stereo unspecified) | 102.0 | -1.2
CCCS(=O)(=O)c1c(S(=O)(=O)CCC)c2cc(C(C)(C)C)ccn2c1C(=O)c1ccccc1 | 99.0 | -1.8
NNC(=O)c1cccc(C(=O)NN)n1 | 103.0 | 0.3
O=C(Cn1c(=O)nc(-c2ccccc2)c2ccccc21)N1CCN(c2ccc(F)cc2)CC1 | 110.0 | 0.7
CCN1C(=O)c2ccccc2S(=O)(=O)c2ccc(C(=O)NCc3ccccc3OC)cc21 | 109.0 | 0.5
CCN(CC)S(=O)(=O)c1cccc(-c2nnc(SCC(=O)Nc3cc(C)on3)o2)c1 | 106.0 | 0.6
CC(=O)Nc1ccccc1-c1nc2ccc(C(=O)N3CCC(Cc4ccccc4)CC3)cc2[nH]c1=O | 100.0 | -0.9
Cn1c(=O)n(C)c2cc(CNCCc3ccccc3)ccc21 | 111.0 | 0.9
CN1C(=O)c2ccccc2N(C)C1c1cccs1 (stereo unspecified) | 104.0 | 0.3
COc1ccc(Cn2c(=O)n(-c3ccc(OC)cc3)c(=O)c3c2c2cc(OC)ccc2n3C)cc1 | 106.0 | 0.6
CC(C)Oc1ccc(C2CC(=O)NNC2=O)cc1 (stereo unspecified) | 102.0 | 0.1
CCC(=O)Nc1ccc(C(=O)c2ccccc2)cc1 | 105.0 | 0.1
CCOc1ccccc1NC(=O)CCc1c(C)nc2c3cccnc3nn2c1C | 102.0 | -0.3
CCN(C(=O)c1cn(C)c(=O)c2ccccc12)c1cccc(C)c1 | 99.0 | -0.6
COCCN=C1NN=C(c2ccc(C(C)(C)C)cc2)CS1 | 107.0 | 0.6
CCOC(=O)CSc1nc2cc3c(cc2c(=O)n1CCCC(=O)NCc1ccc2c(c1)OCO2)OCO3 | 107.0 | 0.2
CCN(CC)C(=S)SC1=CCS(=O)(=O)C1 | 101.0 | -0.1
CCCCCCCc1c(C)[nH][nH]c1=O | 103.0 | 0.3
Cc1nc(N2CCN(C)CC2)sc1-c1ccccc1 | 96.0 | -0.6
Cc1occc1-c1nnc(SCC(=O)N(Cc2ccccc2)C(C)(C)C)n1C | 101.0 | -0.2
CCNc1nc(OC)nc(Oc2ccc(/C=N/O)cc2)n1 | 102.0 | 0.1
C=CCc1c(C)nc(-c2ccccc2)nc1NN | 101.0 | -0.1
COc1cc(OC)cc(-n2nnc(-c3nc(-c4ccccc4Cl)no3)c2N)c1 | 110.0 | -0.5
O=C(c1ccco1)N1CCC(c2nc3ccccc3s2)CC1 | 101.0 | -0.1
Cc1c(Cl)cccc1NC(=O)CCn1cnc2ccccc2c1=O | 100.0 | -0.2

More results:
SMILES | Polio RdRp inh | Polio RdRp inh FP z-score
Fc1c(F)c(F)c(Sc2nnc(-c3cccs3)n2CC2CCCO2)c(F)c1F (stereo unspecified) | 102.0 | -0.1
CCc1cc2c(=O)c(-c3nc4ccccc4n3C)c(C(C)C)oc2cc1O | 103.0 | 0.3
COc1ccc(OCCC(=O)OCc2ccccc2)cc1 | 102.0 | -0.1
CN(C1=NC(=O)/C(=C\c2ccccc2Cl)S1)c1ccc(O)cc1 | 100.0 | -0.5
Cc1ccc2nc3ccc(N4CC(C)CC(C)C4)nn3c(=O)c2c1 (stereo unspecified) | 101.0 | -1
COC(=O)c1cc(S(=O)(=O)N2CCC(Cc3ccccc3)CC2)oc1C | 100.0 | -0.9
Cc1cccc(-c2nc3nc(C)cc(NCc4ccccc4Cl)n3n2)c1 | 104.0 | -0.7
O=C(COc1ncnc2ccccc12)c1ccc2c(c1)OCCO2 | 101.0 | -0.2
CC(N)c1ccc2c(c1)CCCC2 (stereo unspecified) | 104.0 | 0.6
CNC(=S)c1sc2ccccc2c1C | 107.0 | 0.6
CC1(C)C(=O)N(c2ccccc2F)C(=O)c2ccccc21 | 100.0 | -0.1
Cc1ccc(-c2csc(C3=C(O)CN(CCCn4ccnc4)C3=N)n2)cc1 | 103.0 | 0.1
N/C(=N\C1=NC(C(F)(F)F)(C(F)(F)F)N=C(c2cccnc2)O1)Nc1ccccc1 | 100.0 | -0.7
COCCNC(=O)Cc1csc2nc(-c3ccc(Cl)cc3)cn12 | 101.0 | 0.3
CSc1ncc(C(=O)N2CCN(c3cc(C)ccc3C)CC2)c(C)n1 | 108.0 | 0.4
CCOC(=O)c1ccc(N2C(=O)c3n[nH]c(C)c3C2c2ccc(C(C)C)cc2)cc1 (stereo unspecified) | 111.0 | 1
N#Cc1ccc(S(=O)(=O)N2CCC(C(=O)O)CC2)cc1 | 100.0 | -0.2
CCOCCCNC(=O)C(c1ccc(C)cc1)N(Cc1ccc2c(c1)OCO2)C(=O)c1ccc(NC(C)=O)cc1 (stereo unspecified) | 105.0 | 0.2
CC(C)c1ccc(NC(=O)COC(=O)/C=C/c2ccco2)cc1 | 101.0 | -0.6
Cc1ccn(C(=S)Nc2ccccc2)n1 | 102.0 | 0
Cc1ccc(-c2nnc(Nc3ccc(OC(F)(F)Cl)cc3)c3ccccc23)cc1S(=O)(=O)NC(C)(C)CO | 108.0 | 1
Cc1cccc(NS(=O)(=O)N(C)C)c1 | 103.0 | 0.1
Cc1cc2c(CCl)cc(=O)oc2cc1C(C)C | 102.0 | 0
O=S(=O)(Nc1ccccc1Cl)c1ccc2nc(-c3ccccc3)[nH]c2c1 | 104.0 | 0.7
COc1ccc(C2Sc3ccccc3N(CCN(C)C)C(=O)C2OC(C)=O)cc1 (stereo unspecified) | 99.0 | 0

Next section:
SMILES | Polio RdRp inh | Polio RdRp inh FP z-score
COc1cccc(OC)c1C(=O)ON=C1C=CC(=O)C=C1 | 103.0 | 0.6
CC(C)=CCNc1ncnc2nc[nH]c12 | 100.0 | -0.7
C=CCN1C(=O)C(O)(c2c[nH]c3ccccc23)c2cc(Cl)ccc21 (stereo unspecified) | 102.0 | 0
COc1cccc(NC(=O)CCc2nc(-c3ccc(C(C)(C)C)cc3)no2)c1 | 109.0 | 0.7
Cc1cccc(NC(=O)c2c(N)sc3c2CCC(C)C3)c1 (stereo unspecified) | 103.0 | -0.6
COc1ccc(/C=N/N=C2/NC(=O)/C(=C(/C)c3nonc3C)S2)cc1OC | 101.0 | -0.3
Cc1cccc(C(CC(=O)N2CCN(c3ccccc3F)CC2)n2cccc2)c1 (stereo unspecified) | 101.0 | -0.2
O=C(NCC(c1ccc2c(c1)OCO2)N1CCN(c2ccc(F)cc2)CC1)c1cccc([N+](=O)[O-])c1 (stereo unspecified) | 102.0 | -1.3
CCOC(=O)N1CCc2c(sc(NCc3cccc(F)c3)c2C(=O)Nc2ccccc2OCC)C1 | 106.0 | 0.4
CCN(CC)CCn1c(=N)n(CC(O)c2ccc(Cl)c(Cl)c2)c2ccccc21 (stereo unspecified) | 101.0 | -0.2
O=C(O)c1cccc(-c2ccc(/C=N\n3cnnc3)o2)c1 | 102.0 | -0.2
Oc1ccc2oc3c(c2c1/C=N/N1CCCCC1)CCCC3 | 102.0 | 0.2
COc1ccc(OC)c2sc(N3CCN(C(=O)C(C)C)CC3)nc12 | 102.0 | -0.3
O=C(Oc1ccccc1Cl)C1COc2ccccc2O1 (stereo unspecified) | 102.0 | 0.1
Cc1cc(=O)oc2cc(NC(=S)NCc3cc(C)n(C)n3)ccc12 | 102.0 | 0.9
Cn1nnnc1Sc1nc(-c2ccccc2)nc2ccccc12 | 102.0 | 0
Cc1cc(NC(=O)CSc2ncc(C(=O)Nc3ccccc3)c(=O)n2C)no1 | 104.0 | -0.8
O=C(Nc1ccccc1C(F)(F)F)c1noc2c1CCCC2 | 107.0 | 0.6
C=CCn1c(=O)sc2cc(Br)ccc21 | 100.0 | 0
CCCCOC(=O)c1ccc(NC(=O)c2cc(-c3ccccc3)on2)cc1 | 109.0 | 0.4
CC(=O)NC(=O)c1cc2c(ccc3ccccc32)oc1=Nc1ccc(C)cc1 | 102.0 | 0.1
CC(=O)c1ccc(N2CCN(S(=O)(=O)c3c(C)nc4sc(C)cn4c3=O)CC2)cc1 | 102.0 | -0.5
CCc1ccc(-c2nc(CS(=O)CC(=O)NCCc3ccc(C)cc3)c(C)o2)cc1 (stereo unspecified) | 105.0 | -0.1
Cc1ccc2nc(NC(=O)CNc3ccc(F)cc3)sc2c1 | 102.0 | 0.2
O=C(COCc1cc(-c2cccs2)on1)Nc1cc(C(F)(F)F)ccc1Cl | 115.0 | 1.7

Single records (already shown).
`COc1ccc(OCCC(=O)OCc2ccccc2)cc1` across the screens: Polio RdRp inh = 102.0; Polio RdRp inh FP z-score = -0.1
`CCc1cc2c(=O)c(-c3nc4ccccc4n3C)c(C(C)C)oc2cc1O` across the screens: Polio RdRp inh = 103.0; Polio RdRp inh FP z-score = 0.3

Additional structures.
SMILES | Polio RdRp inh | Polio RdRp inh FP z-score
CCC(C(=O)OC)n1cnc2c(nnn2Cc2ccccc2F)c1=O (stereo unspecified) | 100.0 | -0.3
COC(=O)c1sccc1NC(=O)c1ccc(Cl)s1 | 102.0 | 0.7
CSc1nc(C(=O)O)cc(=O)[nH]1 | 101.0 | 0.1
CCc1c(C)nc2c(C#N)c[nH]n2c1=O | 102.0 | 0.1
CC1(O)C2C3CC4C5C3C1C5C1(OCCO1)C42 (stereo unspecified) | 100.0 | -0.5
Cc1cccc(NC(=S)N(CCc2ccncc2)C2CCCCC2)c1 | 105.0 | 2
CC(C)(C)n1ncc2c(=O)n(Cc3ccc(Cl)cc3)cnc21 | 103.0 | 0.2
Cc1cc(Br)c(-n2cccc2)c(Br)c1Cl | 99.0 | -0.9
CCCc1oc2ccc(NS(=O)(=O)c3ccc(OC)cc3)cc2c1C(=O)OCC | 104.0 | 0.2
COc1ncnc2c1sc1nc3c(cc12)COC(C)(C)C3 | 101.0 | 0.1
N#CCCN(Cn1c2ccccc2c2ccccc21)c1ccccc1 | 104.0 | 0.4
COc1ccccc1NC(=O)Cc1cn2ccsc2n1 | 101.0 | -0.3
CN1CCN(C(=O)CSc2cc(=O)n(C)c3ccccc23)CC1 | 98.0 | -0.8
CC12CC(NC(=O)N1c1ccccc1)c1ccccc1O2 (stereo unspecified) | 99.0 | -1.1
Cc1cc(/C=C(\C#N)C(=O)OCc2cc(=O)oc3cc(O)ccc23)c(C)n1CC(C)C | 113.0 | 1.4

A draw from above in order of length of the SMILES, largest number first.
SMILES | Polio RdRp inh | Polio RdRp inh FP z-score
CCC(C(=O)OC)n1cnc2c(nnn2Cc2ccccc2F)c1=O (stereo unspecified) | 100.0 | -0.3
CC12CC(NC(=O)N1c1ccccc1)c1ccccc1O2 (stereo unspecified) | 99.0 | -1.1
COC(=O)c1sccc1NC(=O)c1ccc(Cl)s1 | 102.0 | 0.7
CCc1c(C)nc2c(C#N)c[nH]n2c1=O | 102.0 | 0.1
